Source: PubChem (National Center for Advancing Translational Sciences (NCATS))
Pol beta inh – qHTS Assay for Inhibitors of DNA Polymerase Beta; P06746; Pol beta primer extension/strand displacement, fluorescence kinetic; Potency, µM (doses to about 114 µM), for inactives: at the top dose activity change, negative = inhibition, actives largely listed as inhibitors; 340,000 tested, 1.3% active; AID 485314, 2010; further: on the % scale 0 is the no-effect control and ±100 the full control effect
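Curves were derived by four-parameter Hill fits of normalized qHTS data. The kinetic fluorescent primer-extension read was taken at 0 and 10 min after 50 nM substrate, following a 15 min room-temperature preincubation of 10 nM enzyme with compounds.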
BLM helicase inh – qHTS Assay for Inhibitors of Bloom's syndrome helicase (BLM). RecQ-like DNA helicase BLM (Homo sapiens), P54132. recombinant BLM DNA unwinding, fluorescence dequenching. Potency, µM (doses to about 56.1 µM), for inactives: top-dose activity change, negative = inhibition, actives largely listed as inhibitors. 350,000 tested, 0.2% active. AID 2528, 2010;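 further: plate controls were vehicle for no effect and no enzyme for full effect; nearly all actives have a fitted effect of over 35% in size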
G9a inh – qHTS Assay for Inhibitors of Histone Lysine Methyltransferase G9a | G9a H3K9 monomethylation, AlphaScreen, 2 h | Potency, µM (titrated, usually from 102 µM), inactives show top-dose activity, negative = inhibition, hits mostly inhibitors | 350,000 tested, 8.8% active; further: on the % scale 0 is the no-effect control and ±100 the full control effect; nearly all actives have a fitted effect of over 75% in size
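Compounds were preincubated with 20 nM G9a for 15 min, after which biotinylated H3K9 peptide (500 nM) and SAM (20 uM) started a 2 h room-temperature reaction. Monomethylated product was quantified by antibody-based AlphaScreen chemiluminescence.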
BAZ2B inh – qHTS Assay for Inhibitors of BAZ2B. Bromodomain adjacent to zinc finger domain protein 2B (Homo sapiens), Q9UIF8. AlphaScreen BAZ2B-H3K14Ac peptide displacement. Potency, µM (doses to about 114 µM), without a hit: top-dose activity change, negative = inhibition, most hits filed as inhibitors. 360,000 tested, 4.4% active. AID 504333, 2011; further: on the % scale 0 is the no-effect control and ±100 the full control effect; nearly all actives have a fitted effect of over 60% in size
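Protein-peptide AlphaScreen: BAZ2B 50 nM, b-H3K14Ac 50 nM, 1x PBS pH 7.4 + 0.01% Tween-20. Preincubation 30 min RT; cpd 30 min RT (top 110 uM); beads 20 min RT, light-protected.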
JMJD2A Tudor – qHTS Assay for Inhibitors of JMJD2A-Tudor Domain; Lysine-specific demethylase 4A (Homo sapiens), O75164; AlphaScreen JMJD2A-Tudor / H3K4me3 peptide binding; Potency, µM (highest dose often 114 µM), inactives show top-dose activity change, negative = inhibition, actives largely listed as inhibitors; 390,000 tested, 4.4% active; AID 504339, 2011; further: on the % scale 0 is the no-effect control and ±100 the full control effect; nearly all actives have a fitted effect of over 50% in size
Target sequence (O75164 whole entry, looked up, the tested form may be a part): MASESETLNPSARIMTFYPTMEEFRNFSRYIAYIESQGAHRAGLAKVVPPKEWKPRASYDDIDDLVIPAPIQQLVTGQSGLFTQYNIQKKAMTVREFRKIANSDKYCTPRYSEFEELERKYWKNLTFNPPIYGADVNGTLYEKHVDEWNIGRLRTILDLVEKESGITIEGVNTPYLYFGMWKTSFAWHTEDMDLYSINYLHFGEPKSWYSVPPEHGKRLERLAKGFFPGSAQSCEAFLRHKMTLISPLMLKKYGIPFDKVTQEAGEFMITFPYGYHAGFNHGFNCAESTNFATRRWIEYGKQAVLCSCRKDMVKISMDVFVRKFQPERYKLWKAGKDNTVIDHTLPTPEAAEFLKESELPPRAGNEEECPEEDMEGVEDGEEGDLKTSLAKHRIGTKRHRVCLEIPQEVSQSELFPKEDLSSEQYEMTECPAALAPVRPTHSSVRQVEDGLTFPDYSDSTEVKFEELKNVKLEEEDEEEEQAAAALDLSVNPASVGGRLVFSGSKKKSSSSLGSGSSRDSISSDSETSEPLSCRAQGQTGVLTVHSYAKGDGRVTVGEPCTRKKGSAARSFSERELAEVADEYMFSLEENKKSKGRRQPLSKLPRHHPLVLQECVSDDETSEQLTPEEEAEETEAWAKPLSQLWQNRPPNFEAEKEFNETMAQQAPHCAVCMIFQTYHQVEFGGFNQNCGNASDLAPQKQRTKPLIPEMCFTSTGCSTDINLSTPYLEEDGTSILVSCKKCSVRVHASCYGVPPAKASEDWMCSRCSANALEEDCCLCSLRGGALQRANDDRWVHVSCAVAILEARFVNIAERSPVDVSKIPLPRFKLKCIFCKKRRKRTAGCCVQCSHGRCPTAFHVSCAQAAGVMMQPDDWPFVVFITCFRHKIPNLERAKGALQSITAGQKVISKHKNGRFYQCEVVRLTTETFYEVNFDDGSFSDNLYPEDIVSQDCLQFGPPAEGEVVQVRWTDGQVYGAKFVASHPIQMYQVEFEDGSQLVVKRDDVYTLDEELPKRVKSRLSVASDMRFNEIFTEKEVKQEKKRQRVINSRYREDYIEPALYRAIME
POLK inh – qHTS for Inhibitors of Polymerase Kappa; purified Pol kappa, fluorescent DNA synthesis assay, 10 min; DNA polymerase kappa (Homo sapiens), Q9UBT6; Potency, µM (top dose mostly 107 µM), for the others: at the highest dose activity, negative = inhibition, most hits filed as inhibitors; 400,000 tested, 0.53% active; further: on the % scale 0 is the no-effect control and ±100 the full control effect
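Here, compound and 10 nM enzyme are combined for 15 min at room temperature; adding 50 nM substrate (final) starts DNA synthesis, tracked by fluorescence at 0 and 10 min against buffer-only wells.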
APEX1 inh – qHTS Assay for Inhibitors of the Human Apurinic/apyrimidinic Endonuclease 1 (APE1); Potency, µM (top dose mostly 65.8 µM), for inactives: at the top dose activity change, negative = inhibition, hits mostly inhibitors; recombinant APE1, TAMRA/BHQ-2 abasic DNA cleavage fluorescence; 350,000 tested, 0.35% active;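 further: plate controls were vehicle for no effect and reference inhibitor for full effect; nearly all actives have a fitted effect of over 55% in size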
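Measures dequenching upon AP-site incision of a 5'-TAMRA/3'-BHQ-2 THF-containing duplex, 50 nM; human APE1 0.75 nM after 15 min room-temperature exposure to compound; kinetic three-point read at one-minute spacing.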
Pol eta inh – qHTS for Inhibitors of Polymerase Eta; DNA polymerase eta (Homo sapiens), Q9Y253; recombinant Pol eta, fluorescent DNA replication assay; Potency, µM (series often up to 114 µM), for the others: at the highest dose activity change, negative = inhibition, most hits filed as inhibitors; 390,000 tested, 1.2% active; further: on the % scale 0 is the no-effect control and ±100 the full control effect
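Pol eta at 10 nM preincubated with compounds 15 min at room temperature; reaction started with fluorescent substrate (50 nM final) and read kinetically at 0 and 10 min.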
POLI inh – qHTS for Inhibitors of Polymerase Iota. Potency, µM (doses to about 115 µM), without a hit: top-dose activity, negative = inhibition, hits mostly inhibitors. DNA polymerase iota (Homo sapiens), Q9UNA4. 390,000 tested, 1% active. Pol iota fluorescent replication assay, 10 min
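Pol iota at 10 nM preincubated 15 min with compounds at room temperature; reaction started with fluorescent substrate, 50 nM final. Fluorescence read kinetically at 0 and 10 min; buffer-only wells as negative control.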
* = called active by the depositor; u = inconclusive; x = no result given; & = joins results of further samples; [ ] = dose if it differs, or a comment. The call rests on the fitted dose curve; in most records, active means well fitted curve in the direction sought with a large enough effect; inconclusive means small, poorly fitted or top-dose-only effect, or another doubt; inactive means no such curve, though single readings can be large; an effect the other way counts as inactive or inconclusive. Potency means the concentration at half of the fitted maximal effect. Only part of the results is shown; count on the stated rates, not on these rows.

Field names: A = Pol beta inh; B = BLM helicase inh; C = G9a inh; D = BAZ2B inh; E = JMJD2A Tudor; F = POLK inh; G = APEX1 inh; H = Pol eta inh; I = POLI inh
> O=C(CCn1c(=O)[nH]c2ccccc2c1=O)N1CCN(c2cccc(C(F)(F)F)c2)CC1
  A: 46% | B: -7% | C: 10%[59 µM] | D: -11% | E: -18% | F: -2% | G: -2% | H: -16% | I: 13%

> COc1ccc(C2/C=C\CN(C(=O)C3CC3)[C@H](Cc3ccccc3)C(=O)N2Cc2ccc(F)cc2)cc1 (some centres not stated)
  A: 1% | B: -7% | C: -43%[59 µM] | D: -10% | E: -14% | F: 4% | G: -6% | H: -17% | I: u

> Cc1cc(-c2ccccc2)n2nc(-c3cccc(Br)c3)cc2n1
  A: 1% | B: -5% | C: 126%[activator][59 µM] | D: 66%[activator] | E: 81%[activator] | F: -6% | G: x | H: -8% | I: -5%

> COc1cc(N)c(C(O)c2nccc3cc(OC)c(OC)cc23)cc1OC (configuration not stated)
  A: 57% | B: -2% | C: x | D: u | E: -35% | F: -3% | G: -7% | H: -11% | I: 45%[activator]

> CN(C)S(=O)(=O)c1ccc(NC(=O)CN2CCOCC2)cc1
  A: 7% | B: -2% | C: 10%[12.7 µM] | D: -1% | E: -13% | F: 4% | G: 1% | H: 2% | I: 13%

> C/C(CC(=O)Nc1cccc(Cl)c1Cl)=N\NC(=O)C(=O)NC1CCCCC1
  A: 10% | B: -1% | C: -2% | D: 1% | E: -19% | F: -7% | G: 51%[activator] | H: -6% | I: 200%[activator]

> CC(=O)Nc1cc(NC(C)=O)cc(C(=O)OC(C)C(=O)Nc2ccc(S(=O)(=O)N3CCCC3)cc2)c1 (configuration not stated)
  A: x | B: x | C: u | D: u | E: -22% | F: -9% | G: 3% | H: -3% | I: -9%

> CC1(C)COC(c2ccc3c(c2)OCO3)OC1
  A: x | B: x | C: x | D: x | E: -8% | F: -5% | G: x | H: -13% | I: 45%[activator]

> Cc1cccc(-c2nc(SCC(=O)Nc3cccc(C(F)(F)F)c3)n3[nH]c(=O)cc3n2)c1
  A: 40µM* | B: -19% | C: 11%[59 µM] | D: 50µM* | E: 50µM* | F: -26% | G: x | H: -19% | I: u

> COc1ccc(NC(=O)Nc2ccc(OCC(=O)N3CCOCC3)cc2)cc1OC
  A: 7% | B: -9% | C: 0% | D: -23% | E: -10% | F: -10% | G: 0% | H: 9% | I: 71%[activator]

> Cc1ccc2[nH]c(=O)c(CN(CC3COCCO3)C(=O)Nc3ccccc3C)cc2c1 (configuration not stated)
  A: -13% | B: -4% | C: -10%[12.7 µM] | D: -18% | E: 2% | F: -13% | G: -1% | H: 4% | I: 0%

> COC(=O)c1cc(C(=O)Nc2nnc(C3CC3)s2)cc([N+](=O)[O-])c1
  A: 4% | B: -16% | C: -28%[59 µM] | D: -34% | E: -21% | F: -6% | G: -1% | H: 1% | I: 1%

> Cc1ccc(NC(=O)c2sc(N)nc2-c2ccc([N+](=O)[O-])cc2)c(C)c1
  A: -18% | B: 1% | C: 7% | D: -11% | E: -14% | F: 4% | G: 4% | H: -5% | I: 43%[activator]

> CC1Oc2ccccc2N(Cc2ccccc2F)C1=O (configuration not stated)
  A: -1% | B: -2% | C: 69%[activator] | D: 40%[activator] | E: x | F: x | G: -2% | H: x | I: x

> Cc1nc(CC(=O)NNS(=O)(=O)c2ccc(F)c(Cl)c2)cs1
  A: 6% | B: -5% | C: 14%[59 µM] | D: -3% | E: -20%[57.1 µM] | F: -2% | G: 1% | H: 3% | I: 7%

> NC(=O)CC(NC(=O)Cc1cccc2ccccc12)c1ccc(NCc2ccccn2)c([N+](=O)[O-])c1 (configuration not stated)
  A: 2% | B: 0% | C: u | D: -22% | E: -23% | F: 17% | G: -5% | H: 1% | I: -15%

> COc1cc(O)oc1C=Nc1ccc(C(=O)O)cc1
  A: -27% | B: -4% | C: -6% | D: -12% | E: -17% | F: -9% | G: 5% | H: -3% | I: 4%

> Cn1c(NC(=O)c2ccc(F)cc2)nc2ccccc21
  A: 5% | B: -2% | C: 48% | D: 1% | E: -1% | F: -14% | G: -4% | H: -17% | I: 89µM*

> COc1ccc(S(=O)(=O)N2CCC(C(=O)Nc3ccc(Oc4ccccc4)cc3)CC2)cc1OC
  A: 4% | B: -5% | C: 3%[59 µM] | D: -1% | E: -3% | F: u | G: x | H: -17% | I: u

> COc1ccccc1OCCNC(=O)C(c1ccccc1)c1ccccc1
  A: -15% | B: -4% | C: x | D: 1% | E: -13% | F: 5% | G: -1% | H: -2% | I: -10%

> CCOC(=O)CC(=O)CSc1nc(N)c(C#N)c(-c2ccc(F)cc2)c1C#N
  A: -14% | B: -13% | C: 16% | D: 5% | E: -23% | F: -4% | G: 0% | H: 5% | I: 11%

> Cn1ncc2c(N3CCC(Cc4ccccc4)CC3)ncnc21
  A: 0% | B: -7% | C: 12% | D: -16% | E: -9% | F: -5% | G: u | H: -11% | I: 72%[activator]

> O=C(NC1(C(F)(F)F)N=C(c2ccccc2)NC1=O)c1ccccc1 (configuration not stated)
  A: 0% | B: -1% | C: 9%[59 µM] | D: -16% | E: -10% | F: -7% | G: 0% | H: -3% | I: 5%

> C[C@H](CO)N1C[C@H](C)[C@@H](CN(C)S(C)(=O)=O)Oc2ccc(NC(=O)Nc3ccc(C(F)(F)F)cc3)cc2C1=O
  A: x | B: x | C: x | D: x | E: -11% | F: 0% | G: 13% | H: -4% | I: 25%

> COc1ccc(Oc2ccccc2/C=C/C(=O)O)cc1
  A: 1% | B: 0% | C: 15%[59 µM] | D: 10% | E: -21% | F: -12% | G: -1% | H: -9% | I: -11%

> CCCCn1c(N)c(N2CCOCC2)c(=O)n(CC(=O)NCCc2ccccc2)c1=O
  A: 6% | B: 0% | C: 10% | D: -12% | E: -10% | F: -1% | G: -10% | H: -15% | I: 44%[activator]

> O=C(c1ccc(CNc2c(N3CCCC3)c(=O)c2=O)cc1)N1CCc2ccccc2C1
  A: 9% | B: -1% | C: u | D: 10% | E: -17% | F: -1% | G: u | H: -9% | I: 0%

> CC(C)COP(=O)(OCC(C)C)C(Nc1ccccc1)c1ccc(F)cc1 (configuration not stated)
  A: 3% | B: -4% | C: 12%[59 µM] | D: 10% | E: -6% | F: -22% | G: 4% | H: -12% | I: 9%

> NC(=O)COC(=O)c1ccc2c(c1)C(=O)N(Cc1ccco1)C2=O
  A: 42% | B: 0% | C: -17% | D: -3% | E: -10% | F: 3% | G: -1% | H: -19% | I: 23%

> CCCN(CCc1ccccc1)C1CCc2c(O)cccc2C1 (configuration not stated)
  A: 2%[57.1 µM] | B: x | C: -22%[59 µM] | D: x | E: -33% | F: -9%[60.1 µM] | G: -1%&2% | H: -8%[57.1 µM] | I: -3%[58.9 µM]

Three of the entries above in order of their number in POLI inh, ascending:
| Compound | BLM helicase inh | G9a inh | BAZ2B inh | JMJD2A Tudor | POLK inh | APEX1 inh | Pol eta inh | POLI inh |
| --- | --- | --- | --- | --- | --- | --- | --- | --- |
| COc1ccc(Oc2ccccc2/C=C/C(=O)O)cc1 | 0% | 15%[59 µM] | 10% | -21% | -12% | -1% | -9% | -11% |
| CC(C)COP(=O)(OCC(C)C)C(Nc1ccccc1)c1ccc(F)cc1 (configuration not stated) | -4% | 12%[59 µM] | 10% | -6% | -22% | 4% | -12% | 9% |
| NC(=O)COC(=O)c1ccc2c(c1)C(=O)N(Cc1ccco1)C2=O | 0% | -17% | -3% | -10% | 3% | -1% | -19% | 23% |

The results go on:
Field names: A = Pol beta inh; B = BLM helicase inh; C = G9a inh; D = BAZ2B inh; E = JMJD2A Tudor; F = POLK inh; G = APEX1 inh; H = Pol eta inh; I = POLI inh
> CCN(Cc1ccccc1)C1CCN(Cc2ccc(SC)cc2)CC1
  A: -28% | B: -11% | C: u | D: 50µM* | E: 2.5µM* | F: -6% | G: 7% | H: -25% | I: 74%[activator]

> Cc1ccc(NC(=S)NC(=O)/C=C/c2ccc(Cl)cc2)cc1
  A: 7% | B: 7% | C: u | D: 10% | E: 1% | F: -2% | G: -3% | H: -19% | I: -2%

> CC(=O)c1sc(NC(=O)CCCOc2ccc(Cl)cc2)nc1C
  A: u | B: -12% | C: u | D: 79µM* | E: -19% | F: 3% | G: 0% | H: -13% | I: 52%[activator]

> O=C(COc1ccccc1[N+](=O)[O-])Nc1cccc(C(=O)Nc2ccccc2C(=O)O)c1
  A: 6% | B: -12% | C: 21% | D: -8% | E: u | F: -42% | G: -5% | H: u | I: -12%

> COc1ccc(C(=O)OCC(=O)Nc2nc3c(F)c(F)c(F)cc3s2)cc1OC
  A: 1% | B: -4% | C: -5% | D: 2% | E: -5% | F: 3% | G: -6% | H: -21% | I: 180%[activator]

> CCN(C(=O)CCn1cnc2onc(-c3ccc(F)cc3)c2c1=O)c1ccc(OC)cc1
  A: 1% | B: -4% | C: -8%[59 µM] | D: 8%[57.1 µM] | E: -23% | F: 0% | G: x | H: -16% | I: -16%

> CC(C)c1ccc(C(C(=O)NC2CCCCC2)N(C(=O)c2csnn2)C2CC2)cc1 (configuration not stated)
  A: -3% | B: -7% | C: 8% | D: u | E: -19% | F: -7% | G: 0% | H: -20% | I: 58%[activator]

> COC(=O)[C@@H](NC(=O)NCc1cccs1)C(C)C
  A: 6% | B: 0% | C: -45% | D: -34% | E: 8% | F: -1% | G: 1% | H: -4% | I: u

> CC(=O)Nc1ccc(CN2CCCC(CCC(=O)NCc3ccccc3F)C2)cc1 (configuration not stated)
  A: 2% | B: -1% | C: 5% | D: 0% | E: -22% | F: -22% | G: -1% | H: -13% | I: -13%

> CC(=O)Nc1c(C(=O)N2CCCCCC2)cnn1-c1ccccc1
  A: 24% | B: -8% | C: 13% | D: 4% | E: -1% | F: -6% | G: 5% | H: -21% | I: -9%

> COc1ccc(F)cc1S(=O)(=O)N1CCCN(S(=O)(=O)c2cc(F)ccc2OC)CC1
  A: -13% | B: -8% | C: 3%[12.7 µM] | D: -20% | E: -11%[11.4 µM] | F: -10% | G: 1% | H: -12% | I: 7%
